WT yeast gro inh = growth inhibition of WT yeast, mitochondrial fusion screen | mitochondrial fusion phenotypic screen, WT strain | inhibition, % at 10 µM | hit rate 2.1% among 190,000 | AID 1362; in the data active = inhibition above about 58%; tested in S. cerevisiae
b-catenin transl = alters nuclear translocation of beta-catenin in HeLa cells; immunofluorescence imaging; nuclear translocation activity, % at 5 µM; hit rate 0.3% among 190,000; AID 1665;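 active = nuclear translocation activity above 50% at 5 µM, with a well cell count of 50 or more; inconclusive = wells under 50 cells across six images, flagged as toxic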;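 also: per-cell ratio of nuclear to cytoplasmic median beta-catenin stain intensity; plate controls were DMSO negative control for no effect and GSK-3 inhibitor IX positive control for full effect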
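Test system: human HeLa cells, endogenous beta-catenin. Times: 24 h compound exposure, 37°C. Measured by: beta-catenin immunofluorescence imaging with DAPI.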
MT stabilizer = microtubule stabilization, imaging screen; % tubulin-high responders, % at 10 µM; hit rate 0.83% among 200,000; AID 2205; HeLa tubulin immunostaining HCS, 24 h; share of cells brighter than vehicle mean+2SD;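 active = plate Z-score above 3 for both tubulin-high and condensed-nucleus cell shares, with cell loss under 80%, at 10 µM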;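 also: anti alpha tubulin signal scored within the nucleus-defined area of each cell; some results filed as inactive read as strong as hits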
Autophagy HCS = alters autophagy in cells; hit rate 0.98% among 190,000; MEF GFP-LC3 puncta imaging; test concentration mostly 10 µM; calls only at 10 µM (by protocol);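 active = percentage of spot-positive cells more than 3 SD above its plate mean, without a fluorescence outlier flag or 80% toxicity; inconclusive = no clear call, values can overlap the other calls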;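 also: spot-positive cell cutoff set from DMSO-treated cells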
Ins promoter up = MIN6 insulin promoter up-regulation | MIN6 insulin promoter-GFP reporter, high-content imaging; stronger effect = higher value | z-score at 5 µM | hit rate 0.3% among 190,000;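 active = z-score above 3 at 5 µM with at least 500 cells counted in the well; inconclusive = wells under 500 cells, flagged as cytotoxic or low count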
Dynein cargo inh = blocks dynein driven cargo transport along microtubules; 3617.4 mouse cells, GR-EGFP nuclear translocation imaging; test concentration mostly 20 µM; stimulated with dexamethasone, 1 µM; stronger effect = lower value; z-score, hits read low; hit rate 0.47% among 220,000; AID 1381;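 active = plate z-score of nuclear minus cytoplasmic receptor signal below a set negative limit, without overly bright fluorescence or cell loss, cut at about -3.5 in these data, passing the limit was not always enough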;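 also: z-score of nuclear minus cytoplasmic ring GR-EGFP intensity difference per well; some compounds called inactive have numbers as strong as hits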
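Schedule: 48 h induction, then 1 h compound, then 30 min agonist, 37 °C. Buffer or medium: tetracycline-free induction medium containing charcoal-stripped FBS. Reagent: 1.0 µM final dexamethasone stimulus. Evaluation: nuclear versus cytoplasmic GR-EGFP signal, averaged per well. Signal: high-content fluorescence imaging after fixation.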
PMI inhibition = MPI inhibition at elevated mannose 6-phosphate – biochemical, fluorescence intensity, high mannose 6-phosphate, primary screen (AID 1220) | recombinant PMI enzyme, coupled fluorescence intensity; higher % means a stronger effect | one-dose inhibition, % at 20 µM; IC50 in µM for titrated hits | hit rate 0.66% among 190,000
Yfh1-off respiration = mitochondrial function rescue without frataxin homolog – Friedreich's ataxia, plus single-dose screen, dose response (AID 1465); hit rate 0.074% among 220,000; one-dose fold induction at 50 µM; EC50 in µM for titrated hits; S. cerevisiae Yfh1-off respiration, WST-1 reduction, 72 h; higher fold induction means a stronger effect;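 active = fold induction of absorbance versus untreated yeast above a set limit, then at least 30% activation at any dose in follow-up; inconclusive = repeats straddling the limit, or above it without dose testing; inactive = fold induction below the set limit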;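 also: activators that raise dye reduction in frataxin-depleted yeast; strong numbers were not always called active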
human PMI inhibition = inhibitors of human PMI, primary screen, biochemical, fluorescence intensity, coupled assay (AID 1209); purified PMI enzyme, coupled fluorescence intensity; higher % means a stronger effect; one-dose inhibition, % at 20 µM; IC50 in µM for titrated hits; hit rate 0.42% among 190,000;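 also: plate controls were DMSO vehicle for no effect and wells lacking substrate for full effect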
WT yeast gro inh mutant strain = recorded beside WT yeast gro inh, whose call it bears; inhibition, %; mitochondrial fusion phenotypic screen, mutant strain inhibition
Dynein cargo inh cytoplasmic EGFP = also measured in Dynein cargo inh; calls as there; z-score; measured here: cytoplasmic GR-EGFP intensity; stronger effect = higher value
Dynein cargo inh nuclear GR-EGFP = also measured in Dynein cargo inh; calls as there; z-score; measured here: nuclear GR-EGFP intensity;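 lower value marks the stronger effect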
Dynein cargo inh cell count = also measured in Dynein cargo inh; calls as there; z-score; measured here: cell count per field
Ins promoter up cell count = second read-out of Ins promoter up, no call of its own (marks repeat the call); cell count; measured here: cytotoxicity, nuclei count;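 total cells summed across four imaged fields per well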
b-catenin transl cell count 5 µM = further read-out of b-catenin transl, marked with its call; cell count; measured here: cell count, cytotoxicity flag
MT stabilizer Hoechst-high % = further read-out of MT stabilizer, marked with its call; % Hoechst-high responders; measured here: nuclear condensation Hoechst responders;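 share of cells brighter than vehicle mean plus two SD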
MT stabilizer cytotoxicity % = also measured in MT stabilizer; calls as there; toxicity, %; measured here: cytotoxicity by cell density;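 0% = mean cell density of plate MIN control wells and 100% = no cells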
Autophagy HCS cell loss 18 h = recorded beside Autophagy HCS, whose call it bears; toxicity, %; measured here: cell loss, nuclei count;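 cell loss after 18 h compound exposure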
The depositor's hits bear a star; i = inactive; ? = inconclusive; nt = not tested or not shown; + = active, no number. Rule as the data show it, unless noted: active = inhibition above about 50%; inactive = the rest.

SMILES	WT yeast gro inh	WT yeast gro inh mutant strain	b-catenin transl	b-catenin transl cell count 5 µM	MT stabilizer	MT stabilizer Hoechst-high %	MT stabilizer cytotoxicity %	Autophagy HCS	Autophagy HCS cell loss 18 h	Ins promoter up	Ins promoter up cell count	Dynein cargo inh	Dynein cargo inh cytoplasmic EGFP	Dynein cargo inh nuclear GR-EGFP	Dynein cargo inh cell count	PMI inhibition	Yfh1-off respiration	human PMI inhibition
Cc1nonc1NC(=O)CSc1nc2cc(Cl)ccc2c2c1CCCC2	1.6	3.2	-6.2	1241	2.1	2.0	2.3	i	6.9	0.17	1083	0.37	-0.0755	0.561	-1.83	-7.0%	i	-6.8%
CCCCc1c(C)nc2ccc(C(=O)OCC)cc2c1Cl	-0.5	-3.8	0.0	1133	3.3	2.0	6.3	i	2.8	0.1	1404	-0.0228	-0.17	0.16	-0.401	8.0%	i	6.0%
O=c1[nH]n2cc(-n3cc([N+](=O)[O-])cn3)cnc2c1Br	3.0	4.5	-1.1	1060	5.4	2.9	13.2	i	-2.2	0.38	1306	-0.829	-0.356	-0.05	1.28	7.4%	i	7.2%
CCc1nc(SCC(=O)Nc2cccc(C(F)(F)F)c2)c2c(=O)n(C)c(=O)n(C)c2n1	18.1	15.5	-2.1	1051	9.7	0.5	0.1	nt	nt	0.04	1797	-0.701	-0.228	-0.344	0.105	6.9%	i	-0.7%
COc1nc(N(C)C)nc(-n2nnc(C(C)=O)c2C)n1	12.8	15.3	-2.2	933	4.5	2.5	3.8	i	14.6	0.67	1451	0.233	-0.195	0.292	0.121	0.3%	i	0.3%
Cc1cc(C)cc(-n2nnc(C(=O)NCc3ccc(Cl)cc3)c2N)c1	1.6	-0.2	2.5	1071	6.6	3.7	6.8	i	7.2	0.07	1722	-0.314	-0.148	0.0467	0.21	15.8%	i	11.7%
Cc1cc(N2C(=O)NC(=O)CC2C)c(C)cc1C(C)C (stereo unspecified)	-13.4	-1.9	nt	nt	1.6	3.6	12.0	i	14.3	-0.39	1294	-0.235	-0.144	-0.133	-0.0688	-2.6%	i	0.4%
O=C(O/N=C/C1=C(Cl)c2ccccc2CC1)c1ccc(F)cc1	0.8	13.3	-1.9	1201	0.8	1.5	0.8	i	0.8	-0.52	996	2.42	0.22	1.92	-1.79	-0.1%	i	-4.9%
Clc1ccccc1-c1nc(N/N=C/c2cccnc2)c2ccccc2n1	1.2	12.7	-2.5	1356	2.1	0.9	0.9	i	2.8	-0.11	1469	1.12	-0.198	-0.073	-0.261	1.2%	i	3.3%
COc1cc2c(C(=O)NCc3ccccn3)cn(CC(C)C)c(=O)c2cc1OC	-10.4	-6.7	6.1	975	3.5	3.1	4.6	i	7.4	-1.51	1122	-0.927	-0.226	-0.157	0.756	1.3%	i	6.4%
CCOC(=O)c1sc(N)c(C#N)c1CSc1nc2ccc(OCC)cc2[nH]1	8.0	7.8	0.8	912	2.8	2.5	10.2	i	6.0	-1.42	1191	-0.618	0.0146	0.522	0.213	15.3%	i	5.3%
COc1ccc(C2CC(C(F)(F)F)n3nc(C(=O)O)c(Cl)c3N2)cc1OC (stereo unspecified)	20.3	0.6	-0.8	1182	1.9	2.3	5.9	i	-1.1	0	905	-0.433	-0.205	-0.202	0.85	-1.4%	i	5.5%
CC(OC(=O)c1ccc(Cl)c(S(=O)(=O)Nc2ccc(F)cc2)c1)C(=O)NC(N)=O (stereo unspecified)	nt	nt	4.9	992	nt	nt	nt	nt	nt	-0.29	1374	-0.771	-0.231	-0.441	0.874	nt	i	nt
Cc1ccc(/C=N/N=C2/NC(=O)CS2)o1	-3.1	2.5	-1.8	957	5.8	2.7	0.4	i	-1.0	0.1	1256	0.121	-0.276	-0.102	-0.207	4.3%	i	6.3%
O=C(OC(c1ccc(NS(=O)(=O)c2ccccc2)cc1)(C(F)(F)F)C(F)(F)F)c1ccccc1	87.3*	-9.2*	nt	nt	1.9	2.2	5.0	i	1.1	0.53	1206	0.087	-0.207	0.131	0.0349	14.5%	i	16.6%
CC(=O)C(C)Oc1ccc2c3c(c(=O)oc2c1C)CCCC3 (stereo unspecified)	-4.0	0.4	8.7	962	13.5	3.9	13.8	i	-4.3	-2.02	1286	-0.047	-0.155	0.0855	-0.312	11.2%	nt	-0.3%
Cn1c(CN2CCCCC2)nc2cc(NS(=O)(=O)c3ccc(F)cc3)ccc21	9.4	-5.8	2.9	928	3.4	2.3	0.6	i	25.9	0.35	1499	0.278	-0.256	0.452	-0.529	0.2%	i	6.0%
CC(C)CC(=O)N1CCN(Cc2ccc3c(c2)OCO3)CC1	-5.7	-10.1	-4.7	1143	0.8	0.7	10.7	i	-10.0	-0.27	839	0.534	-0.059	0.164	0.0339	-0.7%	i	3.6%
CCOC(=O)c1c(-c2ccccc2)csc1NC(=O)c1cc(S(=O)(=O)N2CCOCC2)ccc1C	-4.6	-5.1	0.7	1120	3.8	2.8	5.6	i	13.6	-0.36	1293	-1.05	-0.256	-0.321	1.17	5.0%	i	10.0%
CCOC(=O)c1cc(CC)sc1NC(=O)c1cc([N+](=O)[O-])ccc1N1CCOCC1	-7.7	5.5	59.3*	385*	13.6	29.1	40.6	+	47.9*	-0.43	847	-1.09	-0.423	-0.451	1.05	8.1%	i	12.0%
Cc1nc2ccccc2c(=O)[nH]1	20.7	-1.6	-3.7	1229	1.6	1.2	1.6	i	-6.4	-0.38	923	0.659	-0.24	0.99	0.999	0.8%	i	-0.2%
CCOc1ccc(CCNC(=O)COC(=O)/C=C/c2ccc(OCC#N)c(OC)c2)cc1OCC	-10.3	-20.3	nt	nt	2.3	2.8	9.2	i	4.2	-1.01	1354	0.694	-0.218	0.138	-1.33	2.1%	i	4.9%
CC(=O)Nc1ccc(-c2cn3cc(C)ccc3n2)cc1	11.4	9.9	-3.0	551	4.7	1.5	7.0	i	0.3	-0.52	1411	-0.446	-0.216	-0.156	1.28	-4.8%	i	-4.2%
CN1C(=O)C(O)(CC(=O)c2ccccc2O)c2cc(Br)ccc21 (stereo unspecified)	12.5	5.5	-2.3	1107	4.4	2.7	6.6	i	10.6	-0.53	1809	-0.359	-0.162	0.151	-0.106	19.5%	?	18.1%
COc1ccc(OC)c(/C=N/NC(=O)c2ccc(Cn3cc([N+](=O)[O-])cn3)o2)c1	-4.4	-18.5	-1.5	580	3.3	3.6	9.1	i	-1.4	-0.09	1272	2.22	0.302	0.87	-1.06	4.0%	i	4.5%
O=C(N/N=C/c1ccccc1Br)C1CC1	13.7	4.3	-1.8	1074	6.1	1.7	28.0	i	1.0	-0.96	1275	-0.146	-0.282	0.244	0.495	-6.5%	i	-7.4%
O=C(NCCCn1ccnc1)Nc1ccc(Cl)cc1	0.2	5.5	0.3	1378	4.7	3.8	3.8	i	6.2	0.02	1513	0.956	0.186	0.945	-0.963	1.1%	i	4.7%
CC(C)(C)N1C(=O)c2ccc(C(=O)O)cc2C1=O	4.9	5.2	nt	nt	5.3	3.1	9.6	i	2.7	nt	nt	0.202	0.0249	0.27	0.502	-7.6%	i	-5.3%
Cc1cc(C(=O)CSc2nc(N)cc(=O)[nH]2)c(C)n1CCc1ccc(Cl)cc1	-5.8	-13.6	5.1	1083	1.9	1.5	2.0	i	25.9	nt	nt	0.194	-0.252	0.82	0.359	7.5%	i	13.3%
CCN1CCN(C(=O)c2cc3c(=O)n(C)c4ccccc4c3n2C)CC1	0.3	-9.6	0.2	1117	2.0	2.0	9.8	nt	nt	-0.05	1980	3.51	0.117	2.7	-1.62	10.3%	i	11.4%
COC(=O)c1ccccc1NC(=O)Cn1c(=O)oc2ccc(Cl)cc21	-1.9	-7.2	nt	nt	1.6	2.2	10.8	i	7.1	-0.28	985	1.57	0.0239	1.2	-1.5	4.4%	i	6.8%
CC(=O)C1=C(O)C(=O)N(Cc2ccco2)C1c1ccc2c(c1)OCO2 (stereo unspecified)	20.4	8.9	1.8	1085	2.4	1.5	4.1	i	3.4	nt	nt	-1.3	-0.243	-1.2	0.471	1.9%	i	12.8%
Cc1cccn2cc(-c3c[nH]c4ccccc34)nc12	15.8	4.4	-0.8	1080	3.5	2.3	6.2	i	4.8	0.37	1248	-0.416	-0.2	0.0723	0.228	11.8%	i	1.1%
CCn1nc(C)c(NC(=O)/C=C/c2cnn(C)c2)c1C	1.5	6.3	-3.1	1010	3.4	1.7	7.5	i	-28.7	0.61	1501	-0.602	-0.222	-0.00576	0.552	-1.7%	i	5.5%

Exported with two lines to a compound: part of the list above
Each structure is followed by: WT yeast gro inh, WT yeast gro inh mutant strain, b-catenin transl, b-catenin transl cell count 5 µM, MT stabilizer, MT stabilizer Hoechst-high %, MT stabilizer cytotoxicity %, Autophagy HCS, Autophagy HCS cell loss 18 h, Ins promoter up, Ins promoter up cell count, Dynein cargo inh, Dynein cargo inh cytoplasmic EGFP, Dynein cargo inh nuclear GR-EGFP, Dynein cargo inh cell count, PMI inhibition, Yfh1-off respiration, human PMI inhibition
COC(=O)c1ccccc1NC(=O)Cn1c(=O)oc2ccc(Cl)cc21
  -1.9, -7.2, nt, nt, 1.6, 2.2, 10.8, i, 7.1, -0.28, 985, 1.57, 0.0239, 1.2, -1.5, 4.4%, i, 6.8%
CC(=O)C1=C(O)C(=O)N(Cc2ccco2)C1c1ccc2c(c1)OCO2 (stereo unspecified)
  20.4, 8.9, 1.8, 1085, 2.4, 1.5, 4.1, i, 3.4, nt, nt, -1.3, -0.243, -1.2, 0.471, 1.9%, i, 12.8%
Cc1cccn2cc(-c3c[nH]c4ccccc34)nc12
  15.8, 4.4, -0.8, 1080, 3.5, 2.3, 6.2, i, 4.8, 0.37, 1248, -0.416, -0.2, 0.0723, 0.228, 11.8%, i, 1.1%

Compound activity (PubChem BioAssay)
